TDP43 rescue = TDP-43 toxicity inhibition in yeast; TDP-43 expressing yeast growth rescue, BacTiter-Glo, 24 h; Potency, µM (highest dose often 46.1 µM), for the others: at the top dose growth rescue (activation), most hits filed as activators; hit rate 1.8% among 410,000; AID 652104; further: % of control where 0% means no effect; nearly all actives have a fitted effect of over 50% in size
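Yeast cells expressing TDP-43 under galactose induction are exposed to compounds for 24 hr at 30 deg C. BacTiter-Glo luminescence measures growth, so protective compounds score as activators.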
GLP1R ag = agonists of human GLP-1 receptor | P43220 | HEK293 GLP-1R CRE-luciferase, luminescence, 4-6 h; cells express a hypersensitive GLP-1R form | Potency, µM (top dose mostly 45.6 µM), for the others: at the top dose activation, hits mostly activators | hit rate 0.007% among 380,000; further: % of control where 0% means no effect
SW480 rerep = inducers of DNA re-replication in SW480 colon cancer cells | SW480 DNA re-replication, Hoechst DNA content imaging, 48 h | Potency, µM (titrated, usually from 46.1 µM), for the others: at the top dose re-replication activation, most hits filed as activators | hit rate 1.8% among 340,000; further: % of control where 0% means no effect; nearly all actives have a fitted effect of over 55% in size
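Image-based DNA-content assay: after two days of treatment, nuclei were labelled with the DNA dye Hoechst and imaged, and hits were compounds raising the count of nuclei showing high fluorescence intensity.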
KB-V1 cytotox = KB-V1 MDR subline cytotoxicity; hit rate 3.4% among 400,000; KB-V1 MDR cells viability, CellTiter-Glo, 72 h; Potency, µM (titrated, usually from 46.1 µM), inactives show top-dose activity change, negative = cytotoxicity, most hits filed as cytotoxic; further: on the % scale 0 is the no-effect control and ±100 the full control effect; nearly all actives have a fitted effect of over 60% in size
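KB-V1, DMEM (no phenol red) + 10% FBS; cpd pin-transferred, titration series; 72 h, 37 degrees C; CellTiter-Glo, luminescence. Data normalized, curve-fit.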
HEK293 tox = cytotoxic in the GLP-1 receptor inverse agonist counter-screen; AID 624418; hit rate 0.13% among 410,000; HEK293 cAMP-luciferase reporter cells, luminescence, 24 h; Potency, µM (top dose mostly 38.3 µM), for the others: at the top dose activity change, negative = inhibition, hits mostly inhibitors;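 further: loss of luciferase light is scored as toxicity; on the % scale 0 is the no-effect control and ±100 the full control effect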
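Quantitative HTS format, 1536 wells, 200 cells/uL seeded. Compounds: 23 nL, 24 h, 37 °C. Detection: luciferase reagent, luminescence at 12 min RT; decreased signal taken as cytotoxic.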
KB-3-1 tox = kills parental KB-3-1 adenocarcinoma cells; KB-3-1 viability, CellTiter-Glo ATP luminescence, 72 h; Potency, µM (doses to about 46.1 µM), without a hit: at the top dose activity change, negative = cytotoxic, most hits filed as cytotoxic; hit rate 1.4% among 400,000; AID 1347075; further: on the % scale 0 is the no-effect control and ±100 the full control effect; nearly all actives have a fitted effect of over 60% in size
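Viability of parental KB-3-1 cells, measured by CellTiter-Glo luminescence, followed a 72 h incubation at 37 °C with pinned compounds in phenol-red-free DMEM containing 10% FBS.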
HT1080NT lethal = kills 2HG-producing HT-1080-NT fibrosarcoma cells; HT-1080-NT fibrosarcoma viability, CellTiter-Glo ATP luminescence, 48 h; Potency, µM (doses to about 46.1 µM), inactives show at the highest dose activity, negative = less viability, actives largely listed as cytotoxic; hit rate 1.6% among 360,000; AID 686970;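 further: NT is the 2HG producing partner of a matched IDH1 knockdown line; 0% = DMSO-treated cells and -100% = media-only wells without cells; nearly all actives have a fitted effect of over 55% in size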
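Luminescent CellTiter-Glo readout after 48 hours of compound exposure at 37 degrees C defined viability of HT-1080-NT cells. Activity was normalized to DMSO wells and cell-free media wells; concentration-response curves were fitted and assigned curve classes.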
HT1080 IDH1KD tx = HT-1080 IDH1 knockdown cell toxicity (counter line); AID 686971; hit rate 2% among 360,000; HT-1080 IDH1 knockdown viability, ATP luminescence, 48 h; Potency, µM (highest dose often 46.1 µM), for the others: top-dose activity, negative = toxicity, actives largely listed as cytotoxic;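 further: 0% = DMSO wells and -100% = cell-free medium wells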
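HT-1080-IDH1KD cells (IDH1 knocked down), 750/well in RPMI with 5% FBS, treated with compound 48 h at 37 degrees C. Viability by CellTiter-Glo luminescence, normalised to DMSO and no-cell wells; concentration-response curves classed.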
GLP-1R inv ag = acts as inverse agonist at human GLP-1 receptor | P43220 | HEK293 GLP-1R CRE-luciferase, luminescence, 24 h; GLP-1R form is constitutively active | Potency, µM (series often up to 38.3 µM), without a hit: at the highest dose activity change, negative = inhibition, hits mostly inhibitors | hit rate 1.6% among 410,000 | AID 624417; further: on the % scale 0 is the no-effect control and ±100 the full control effect; nearly all actives have a fitted effect of over 55% in size
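qHTS in 1536-well format: reporter HEK293 cells expressing constitutive GLP-1R activity in DMEM + 10% Nu serum, 24 hr with compounds at 37 deg C, luminescence read after 12 min with detection reagent.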
Numbers without * were called inactive; ? = inconclusive; . = no result given; & = joins results of further samples; [ ] = another dose, or the depositor's remark. The call rests on the fitted dose curve; in most records, active means well fitted curve in the direction sought with a large enough effect; inconclusive means small, poorly fitted or top-dose-only effect, or another doubt; inactive means no such curve, though single readings can be large; an effect the other way counts as inactive or inconclusive. Potency means the concentration at half of the fitted maximal effect.

SMILES | TDP43 rescue | GLP1R ag | SW480 rerep | KB-V1 cytotox | HEK293 tox | KB-3-1 tox | HT1080NT lethal | HT1080 IDH1KD tx | GLP-1R inv ag
CCOC(=O)C1CCN(CC(=O)c2c(C)[nH]c3ccccc23)CC1 | 13.0% | -17.0% | -3.6% | -12.4% | -7.4% | -1.9% | -10.1% | -13.8% | -17.3%
O=C(O)c1cccc(NC(=O)c2ccccc2NC(=O)c2cccc([N+](=O)[O-])c2)c1 | 10.2% | -2.3% | 0.2% | 9.9% | 2.3% | 4.9% | 3.0% | 0.0% | -2.3%
Cc1ccccc1CS(=O)(=O)CC1Nc2ccc(C(=O)NCc3ccc(Cl)cc3)cc2NC1=O (stereo not drawn) | 27.9% | . | . | 16.3% | -4.1% | -4.7% | . | . | 1.0%
CCCCC(=O)Oc1ccc2oc(-c3ccc(OC)cc3)cc(=O)c2c1 | 22.0% | . | . | 6.51µM* | -6.0% | -22.5% | . | . | 12.5%
C[C@H](NC(=O)c1nc[nH]c1C(=O)N1CCNCC1)C(=O)OCc1ccccc1 | 13.9% | -3.8% | 0.8%[9.22 µM] | 7.4% | -0.1% | 17.4% | 4.8% | 13.6% | 8.3%
O=C(c1cccs1)n1nc(NCc2ccccc2)nc1NCc1ccccc1 | -5.7% | 15.3% | -2.2% | 5.6% | 31.4% | -6.8% | 2.0% | -6.6% | ?
Fc1cccc(NCc2ccccc2-c2nnc(-c3ccccc3Cl)o2)c1 | 2.4% | . | . | 2.4% | -2.6% | 14.7% | . | . | 23.1%
CCN(CC)C(=O)c1[nH]cnc1C(=O)Nc1ccccc1 | 11.5% | 6.0% | -5.9% | 5.8% | -15.1% | 9.6% | 10.3% | 10.7% | 15.6%
Cc1ccc(Cl)cc1NC(=O)CSc1ccc(C(=O)O)cn1 | 19.2% | . | . | ? | -10.4% | 9.4% | . | . | 7.3%
COCCCN1C(=O)c2ccc(C(=O)Nc3ccc(C)cc3C)cc2C1=O | 0.0% | 6.0% | -9.3% | -12.4% | -13.0% | 0.1% | -2.7% | 0.0% | 11.1%
O=C1NC2(CCC3(CC2)OCCO3)NN1c1ccc(Cl)cc1 | -11.2% | 7.1% | ? | -17.5% | -18.2% | ? | ? | 6.51µM* | ?
Cc1cccc(NC(=O)C2CCN(S(=O)(=O)c3ccc4c(c3)CCCC(=O)N4)CC2)c1 | -0.7% | -2.0% | . | 4.8% | -1.7% | 14.9% | . | . | 15.1%
O=C(O)Cn1nnc(-c2ccc(OCc3ccccc3Cl)cc2)n1 | 19.3% | 3.9% | 0.2% | 4.7% | -5.8% | 14.0% | -16.3% | 3.8% | 4.9%
CC(=O)Nc1ccc2c(c1)OCCOCCOc1cc(NC(C)=O)ccc1OCCO2 | -22.3% | 8.9% | 1.1% | 1.6% | 0.0% | -0.1% | 12.8% | 19.6% | 6.6%
COc1ccc(NC(=O)c2cc(S(=O)(=O)N(C)C)ccc2N2CCCC2)cc1Cl | 6.6% | -3.0% | -106.6%[inhibitor] | 4.1% | 5.1% | -2.8% | -0.3% | 6.6% | 8.9%
CCOC(=O)c1sc(C)c2c(=O)n(Cc3ccc(Cl)cc3)cnc12 | -15.2%[0.397 µM] | 10.3% | 0.7% | -8.7% | -1.7% | 0.8% | -3.4% | 2.1% | -29.2%
Cc1cc(NC(=O)COc2coc(CN3CCN(c4ccccc4)CC3)cc2=O)no1 | 16.4% | -4.8% | -4.3% | 8.9% | 7.7% | -4.4% | 14.4% | 9.3% | 3.9%
CCN1CCN(CCNC(=O)c2cc(Cl)c(NC(=O)C3=C(C)OCCS3)cc2OC)CC1 | -8.0% | -5.2% | -12.4% | 21.3% | -18.8% | -0.2% | ? | 0.0% | -15.9%
COc1ccc(C2Nc3cccc4cccc(c34)N2)cc1 | ? | -8.6% | -4.4% | -2.1% | -22.7% | -1.2% | 3.3% | -0.8% | 41.8%[activator]
O=C(CCN1CCN(c2ccccc2)CC1)Nc1ccc2c(c1)OCO2 | -3.6% | 3.9% | 1.1% | 0.0% | -9.4% | -0.4% | -5.0% | -2.0% | -26.4%
COc1ccc(C)cc1NC(=O)C1CCCN(S(=O)(=O)c2ccc(-n3cnnn3)cc2)C1 (stereo not drawn) | 22.1% | 7.9% | -0.9% | ? | 0.1% | -15.8% | 1.2% | -1.3% | 11.2%
COc1ccc(OC)c(CNc2nc3ccccc3n2CCN2CCCCC2)c1 | 15.6% | 8.7% | 23.6% | 4.11µM* | ? | ? | ? | ? | -10.0%
O=C(COC(=O)c1cccnc1)c1ccc(Cl)cc1 | -14.5% | -1.5% | -11.6% | 4.4% | 6.4% | -2.9% | 14.6% | 8.6% | -2.1%
O=C(Nc1ccnn1C1CCN(Cc2ccccc2)CC1)C1CCCC1 | -0.4% | 1.4% | -0.5% | -22.8% | -23.2% | 1.9% | -0.2% | 7.7% | -9.8%
O=C(Nc1ccccc1)c1ccccc1N=Cc1ccccc1O | 3.0% | -6.3% | -5.8% | ? | 0.8% | -3.2% | 10.8% | 7.3% | 11.9%

Following part:
SMILES | TDP43 rescue | GLP1R ag | SW480 rerep | KB-V1 cytotox | HEK293 tox | KB-3-1 tox | HT1080NT lethal | HT1080 IDH1KD tx | GLP-1R inv ag
CC(=O)Oc1cccc(/C=C2\C=C(c3ccc(C)cc3)OC2=O)c1 | 8.6% | 3.4% | -1.0% | 0.0% | -1.2% | 7.2% | 4.7% | 3.9% | 1.6%
CCC(=O)NC(=S)Nc1ccc(NC(=O)COc2ccccc2)cc1 | ? | 2.0% | -3.2% | ? | -14.7% | ? | 6.4% | 11.2% | 0.6%
O=C(c1ccncc1)c1ccc(NS(=O)(=O)c2ccc(Br)s2)cc1 | -2.0% | 8.2% | 0.4% | ? | 4.0% | -4.5% | -2.3% | 0.0% | -7.7%
COc1ccc(OC)c(CNC(=O)c2coc(=O)c3ccccc23)c1 | 6.8% | 8.6% | -5.3% | -1.3% | 6.8% | 2.3% | -9.6% | -27.4% | ?
Cc1cc2cc(CN(Cc3ccc4c(c3)OCO4)Cc3nnnn3C3CCCC3)c(=O)[nH]c2cc1C | -14.4% | -6.3% | -2.0% | ? | -1.9% | 6.2% | 5.3% | -0.6% | 6.7%
CC(=O)OC(C)[C@H]1CC[C@H]2[C@@H]3CC[C@H]4C[C@@H](OC(C)=O)CC[C@]4(C)C3=CC[C@]12C (stereo partly drawn) | 8.6% | 7.7% | 20.3%[9.22 µM] | -26.2% | 0.3% | -3.7% | 15.4% | 19.8% | 15.6%
COc1ccc(OCCSc2ccc(S(=O)(=O)N3CCCC3)cn2)cc1 | ? | 16.1% | 6.6% | 0.0% | 1.8% | ? | 1.5%[9.24 µM] | -22.0% | ?
COC(=O)c1sc2ncn(-n3c(C)ccc3C)c(=O)c2c1C | 27.4% | 2.4% | -16.0% | 5.1% | -5.9% | 4.6% | 19.3% | 25.5% | 10.3%
CC12CCC3c4ccc(O)cc4CCC3C1CCC2=O (stereo not drawn) | 10.0% | -2.9%&-0.4% | -86.6%[inhibitor] | ? | -1.3% | -0.2% | -20.6% | -0.3% | 30.5%[activator]
Cc1cnc(C(=O)Nc2cc(F)ccc2C)cn1 | 9.9% | 1.0% | -1.7% | -12.6% | 3.8% | -0.2% | 2.6% | 14.9% | 11.1%
O=C(CNc1cccc([N+](=O)[O-])c1)N/N=C/c1ccc([N+](=O)[O-])o1 | 3.1% | 7.8% | ? | ? | -20.3% | ? | ? | ? | 16.0%
O=C(CN1CCN(S(=O)(=O)c2ccc(C(F)(F)F)cc2)CC1)N1CCNC1=O | 4.0% | 1.7% | 17.8% | -10.3% | 0.3% | ? | -3.7% | -5.8% | -7.7%
CCc1ccc(C2c3c(-c4cc(C)ccc4O)n[nH]c3C(=O)N2CCO)cc1 (stereo not drawn) | 14.5% | . | . | 3.7% | -1.9% | -0.8% | . | . | -3.8%
C/C(CC(=O)NC(C)(C)C)=N\NC(=O)c1ccco1 | 11.0% | 9.0% | -6.1% | ? | -1.8% | 17.4% | 9.4% | 17.9% | 31.9%
CCN(Cc1ccccc1)C(=O)Cn1c(=O)n(-c2ccccc2)c(=O)c2c1c1cc(C)ccc1n2C | 23.9% | -1.1% | . | 0.6% | -0.9% | 1.6% | . | . | -0.1%
Cc1cc(C)c2nc(NNC(=O)c3cc(=O)c4ccccc4o3)sc2c1 | ? | -2.8% | 6.3% | -12.8% | -3.9% | -17.4% | -7.0% | -10.9% | -18.0%

Part of the list above in a different format.
Results follow in this order: TDP43 rescue, GLP1R ag, SW480 rerep, KB-V1 cytotox, HEK293 tox, KB-3-1 tox, HT1080NT lethal, HT1080 IDH1KD tx, GLP-1R inv ag
- O=C(CN1CCN(S(=O)(=O)c2ccc(C(F)(F)F)cc2)CC1)N1CCNC1=O
→ 4.0%, 1.7%, 17.8%, -10.3%, 0.3%, ?, -3.7%, -5.8%, -7.7%
- Cc1cnc(C(=O)Nc2cc(F)ccc2C)cn1
→ 9.9%, 1.0%, -1.7%, -12.6%, 3.8%, -0.2%, 2.6%, 14.9%, 11.1%
- CC(=O)Oc1cccc(/C=C2\C=C(c3ccc(C)cc3)OC2=O)c1
→ 8.6%, 3.4%, -1.0%, 0.0%, -1.2%, 7.2%, 4.7%, 3.9%, 1.6%
- CCC(=O)NC(=S)Nc1ccc(NC(=O)COc2ccccc2)cc1
→ ?, 2.0%, -3.2%, ?, -14.7%, ?, 6.4%, 11.2%, 0.6%
- CC(=O)OC(C)[C@H]1CC[C@H]2[C@@H]3CC[C@H]4C[C@@H](OC(C)=O)CC[C@]4(C)C3=CC[C@]12C (stereo partly drawn)
→ 8.6%, 7.7%, 20.3%[9.22 µM], -26.2%, 0.3%, -3.7%, 15.4%, 19.8%, 15.6%
- COc1ccc(OC)c(CNC(=O)c2coc(=O)c3ccccc23)c1
→ 6.8%, 8.6%, -5.3%, -1.3%, 6.8%, 2.3%, -9.6%, -27.4%, ?
